IMPase cell inh = qHTS Assay for Identifying the Cell-Membrane Permeable IMPase Inhibitors | CHO-M1 cells, IP1 accumulation, HTRF TR-FRET ratio | inhibition (IP1 accumulation), % at 46.1 µM | 120,000 tested, under 10 active; active = well fitted curve in the direction sought with a large enough effect in the signal ratio, not every such curve was filed as active; inconclusive = small, poorly fitted or top-dose-only effect, or a change in a side signal; inactive = no such curve, though single readings can be large or run the other way; the % refers to the signal ratio;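 also: cells stimulated with carbachol in lithium chloride buffer; plate controls were DMSO basal wells for no effect and reference inhibitor wells for full effect; higher means more IMPase inhibition seen as more IP1 and lower FRET ratio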
Target sequence (P97697 whole entry, looked up): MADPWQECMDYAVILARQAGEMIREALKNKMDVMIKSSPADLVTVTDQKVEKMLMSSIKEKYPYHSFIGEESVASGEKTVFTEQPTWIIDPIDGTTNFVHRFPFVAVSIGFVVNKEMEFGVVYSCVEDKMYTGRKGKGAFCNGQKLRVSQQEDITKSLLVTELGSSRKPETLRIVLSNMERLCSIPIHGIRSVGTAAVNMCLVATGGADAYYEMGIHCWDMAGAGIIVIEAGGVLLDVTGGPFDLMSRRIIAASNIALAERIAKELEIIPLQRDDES
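CHO-M1, 2000 cells/well, cultured 16–30 h; cpd up to 46 uM; carbachol (50 uM solution, stimulation buffer w/ 50 mM LiCl, pH 7.4), 30 min 37C; IP-One TR-FRET, 10 min RT; Ex 320/Em 665, 620; Hill-fit AC50.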
* marks the source's active call; other numbers are inactive results. The list is partial. The share of hits here may be higher or lower than overall.

What do the screens show for `CCOC(=O)c1cnc2c(ccc3ccccc32)c1Nc1ccc(C(C)=O)cc1`?
IMPase cell inh: 6

How did COc1cccc(-n2c(=O)c3cc(OC)c(OC)cc3n(CC(=O)Nc3ccc(F)cc3)c2=O)c1 do in these assays?
IMPase cell inh: -24

What do the screens show for `Cc1ccc2oc3c(c(=O)c2c1)C(c1cccc(O)c1)N(Cc1ccccc1Cl)C3=O` (centres undefined)?
IMPase cell inh: -8

What do the screens show for `NS(=O)(=O)c1ccc(NC(=O)COc2ccc(S(=O)(=O)NC3CCCCC3)cc2)cc1`?
IMPase cell inh: -1

Results for Cc1cc(C)n(-c2nc3cc(Cl)ccc3nc2N2CCN(c3cccc(C)c3C)CC2)n1 ?
IMPase cell inh: -2

Results for O=C(Nc1ccccc1C(=O)O)c1cccc(S(=O)(=O)N2CCCC2)c1 ?
IMPase cell inh: -7

How did CC(C)(C)c1ccccc1NC(=O)CSc1nc(-c2cccs2)cc(C(F)(F)F)n1 do in these assays?
IMPase cell inh: -10

How did COc1ccc(C(=O)Nc2ccc3oc(-c4cc(Cl)ccc4Cl)nc3c2)cc1Br do in these assays?
IMPase cell inh: -4

What do the screens show for `CC1=C(C(=O)Nc2cccnc2)C(c2ccc(F)cc2)n2nc(-c3cccc(C)c3)nc2N1` (centres undefined)?
IMPase cell inh: 4

Results for COc1ccc(NC(=O)CSc2nc(-c3ccc(OC)cc3)[nH]c2-c2ccc(OC)cc2)cc1 ?
IMPase cell inh: -9

Results for COc1cccc(OC)c1C(=O)Nc1ccc(-c2nc3ncccc3o2)cc1 ?
IMPase cell inh: inconclusive

Results for CCOC(=O)c1c(NC(=O)c2ccc(F)cc2)sc2c1CCC(CC)C2 (centres undefined) ?
IMPase cell inh: -7

What do the screens show for `COc1ccc(-c2cc(-c3ccccc3)c(C#N)c(SCC(O)CS(=O)(=O)Cc3ccccc3)n2)cc1` (centres undefined)?
IMPase cell inh: inconclusive

How did Cc1ccc2nc(-c3ccc(NC(=O)C(F)(F)F)cc3)sc2c1 do in these assays?
IMPase cell inh: 2

What do the screens show for `COc1ccc(-c2cc(C(F)(F)F)n3ncc(-c4ccccc4)c3n2)cc1`?
IMPase cell inh: -4

Results for CCOc1cccc(C(=O)N(Cc2ccc(C(C)C)cc2)C2CCS(=O)(=O)C2)c1 (centres undefined) ?
IMPase cell inh: 0

How did O=C(CSc1ncc(-c2ccccc2)[nH]1)Nc1ccc(Cl)cc1 do in these assays?
IMPase cell inh: 10

What do the screens show for `COc1cc2c(cc1NC(=O)COc1cc(C)cc(C)c1)oc1ccccc12`?
IMPase cell inh: 1

How did CCn1c(=O)c(=O)n(CC)c2cc(N3CCCCC3)c(NC(=O)c3cccc(OC)c3)cc21 do in these assays?
IMPase cell inh: 16

How did COc1ccc(-c2nc3cc(NC(=O)c4cc5ccccc5o4)ccc3o2)cc1 do in these assays?
IMPase cell inh: -1

Results for COc1ccc(Cl)cc1NC(=O)c1sc2nc(-c3ccc(OC)c(OC)c3)ccc2c1N ?
IMPase cell inh: 0

How did CCOC(=O)c1cc(NC(=O)c2ccc(C)cc2)c(=O)n2c1oc1ccc(Cl)cc12 do in these assays?
IMPase cell inh: 0

How did Cc1ccc(N2CC(c3nnc(Cc4ccccc4Cl)o3)CC2=O)cc1 (centres undefined) do in these assays?
IMPase cell inh: 1

What do the screens show for `CC(=O)Nc1ccc(NC(=O)c2ccc(COc3ccc(Cl)cc3Cl)o2)cc1`?
IMPase cell inh: -3

How did Oc1ccc(-c2nc3ccccn3c2Nc2ccc3c(c2)OCCO3)cc1 do in these assays?
IMPase cell inh: -5

Results for CCCCOc1cccc(NC(=O)CSc2nnc(C)s2)c1 ?
IMPase cell inh: -6

Results for COc1ccccc1N1CCN(C(c2ccc(Cl)cc2)c2nnc(-c3cccc(F)c3)o2)CC1 (centres undefined) ?
IMPase cell inh: inconclusive

How did Cc1ccc(NC2=C(c3ccc(C(F)(F)F)cc3)C(=O)c3ccccc32)cc1C do in these assays?
IMPase cell inh: -6

Results for Cc1ccc(Nc2c(-c3ccccc3O)nc3cc(C)ccn23)cc1 ?
IMPase cell inh: -8

What do the screens show for `Cc1ccccc1C1CC(=O)Nc2ccc3ccccc3c21` (centres undefined)?
IMPase cell inh: 12

Results for Cc1ccc(C)c(Oc2nc3c(c(=O)n(C)c(=O)n3C)n2Cc2ccccc2)c1 ?
IMPase cell inh: -2

What do the screens show for `COc1ccc(C(=O)c2oc3ccccc3c2NC(=O)COc2c(C)cc(C)cc2C)cc1`?
IMPase cell inh: -1

How did Cc1ccc(Nc2c(-c3cccnc3)nc3ccc(Br)cn23)cc1 do in these assays?
IMPase cell inh: inconclusive

Results for COc1ccc(CN2CCN(S(=O)(=O)c3ccc(NC(C)=O)cc3)CC2)c(OC)c1OC ?
IMPase cell inh: 4

Results for COCCCn1c(=N)c(C(=O)NCC2CCCO2)cc2c(=O)n3cc(C)ccc3nc21 (centres undefined) ?
IMPase cell inh: -1

What do the screens show for `COc1ccc(C(=O)N2c3ccc(C)cc3C(C)(c3ccccc3)CC2(C)C)cc1` (centres undefined)?
IMPase cell inh: -9

What do the screens show for `Cc1ccc(-c2cc(C(=O)Oc3ccccc3)c3cc(C)ccc3n2)cc1`?
IMPase cell inh: 12

Results for CCc1nnc2c(NCCc3ccc(OC)c(OC)c3)nc3ccccc3n12 ?
IMPase cell inh: 3

What do the screens show for `CC(=O)Nc1ccc(NC(=O)CSc2nc3ccccc3nc2N2CCOCC2)cc1`?
IMPase cell inh: -4

Results for CC1=C(C(=O)OCc2ccc(C)cc2)C(c2cccc(F)c2F)CC(=O)N1 (centres undefined) ?
IMPase cell inh: -6

Random excerpt: 6 entries already listed
Results for CCCCOc1cccc(NC(=O)CSc2nnc(C)s2)c1 ?
IMPase cell inh: -6

How did Cc1ccc(Nc2c(-c3cccnc3)nc3ccc(Br)cn23)cc1 do in these assays?
IMPase cell inh: inconclusive

How did Cc1ccc(NC2=C(c3ccc(C(F)(F)F)cc3)C(=O)c3ccccc32)cc1C do in these assays?
IMPase cell inh: -6

How did Oc1ccc(-c2nc3ccccn3c2Nc2ccc3c(c2)OCCO3)cc1 do in these assays?
IMPase cell inh: -5

What do the screens show for `CC(=O)Nc1ccc(NC(=O)CSc2nc3ccccc3nc2N2CCOCC2)cc1`?
IMPase cell inh: -4

How did CCOC(=O)c1cc(NC(=O)c2ccc(C)cc2)c(=O)n2c1oc1ccc(Cl)cc12 do in these assays?
IMPase cell inh: 0

Next compounds:
How did CSc1ccc(C2c3c(oc4ccc(F)cc4c3=O)C(=O)N2c2ccc(C)cn2)cc1 (centres undefined) do in these assays?
IMPase cell inh: -5

How did CCOC(=O)N1CCN(CCC(=O)Nc2cccc(F)c2)CC1 do in these assays?
IMPase cell inh: 5

What do the screens show for `CCCCOc1ccc(Cn2c(=O)oc3ccc(C)cc32)cc1OC`?
IMPase cell inh: 6

Results for CC(=O)c1ccc(NC(=O)C2CCC(CNS(=O)(=O)c3cccs3)CC2)cc1 (centres undefined) ?
IMPase cell inh: 1

Results for COC(=O)c1ccc(NC(=O)C2CCN(C(=O)c3ccc(F)cc3)CC2)cc1 ?
IMPase cell inh: -7

Results for Cc1cc(C)cc(OCC(=O)Nc2ccc(Cl)c(-c3nc4ncccc4o3)c2)c1 ?
IMPase cell inh: -17

Results for N#Cc1c(-n2ncnc2-c2ccccc2Cl)sc2c1CCCCC2 ?
IMPase cell inh: -7

Results for COC(=O)c1c(NC(=O)c2ccccc2C(=O)O)sc2c1CCCC2 ?
IMPase cell inh: -5

Results for Cc1cccc(NC(=O)CSc2cc(C)c3ccccc3n2)c1 ?
IMPase cell inh: 20

Results for Cc1ccc(-c2nnc(Nc3ccc(OCC(N)=O)cc3)c3ccccc23)cc1S(=O)(=O)NCC1CCCO1 (centres undefined) ?
IMPase cell inh: 2

How did Cc1nn(C(=O)c2ccc(Cl)cc2)c(C)c1Sc1ccc(Cl)cc1 do in these assays?
IMPase cell inh: -10

Results for CCCCOc1cccc(C(=O)N(Cc2ccc(N(C)C)cc2)C2CCS(=O)(=O)C2)c1 (centres undefined) ?
IMPase cell inh: 1

What do the screens show for `Cc1ccc(C(=O)N2c3ccc(C)cc3C(C)(c3ccccc3)CC2(C)C)cc1` (centres undefined)?
IMPase cell inh: 4

What do the screens show for `CCOC(=O)c1ccc(NC(=O)c2ncn(-c3ccccc3)n2)cc1`?
IMPase cell inh: -8

Results for CCN(CC)c1nc(-c2ccc(C(C)(C)C)cc2)nc2ccccc12 ?
IMPase cell inh: -7

How did Cc1ccc(NC2=C(c3ccc(C(F)(F)F)cc3)C(=O)c3ccccc32)cc1F do in these assays?
IMPase cell inh: 2

How did COc1cc(OC)c(Nc2nc3ccc(C(=O)c4ccccc4)cc3n3c(C)nnc23)cc1Cl do in these assays?
IMPase cell inh: 4

Results for COc1ccc(OC)c(C2CC(=O)c3c([nH]c(C(=O)OCc4ccc(C)cc4)c3C)C2)c1 (centres undefined) ?
IMPase cell inh: inconclusive

Results for CNC(=O)c1cc2c(n(-c3ccc(C)cc3)c1=O)CC(C)(C)CC2=O ?
IMPase cell inh: 2

Results for COC(=O)C(CCSC)NC(=O)c1cc2c(n(-c3ccc(C)cc3)c1=O)CC(C)(C)CC2=O (centres undefined) ?
IMPase cell inh: 2

Results for Cc1cccc(C)c1Nc1nc2ccccc2nc1NS(=O)(=O)c1ccccc1 ?
IMPase cell inh: 6

What do the screens show for `COc1ccc(-c2oc3ncn4nc(-c5ccccc5O)nc4c3c2-c2ccc(OC)cc2)cc1`?
IMPase cell inh: -3

What do the screens show for `Cc1ccc(N2CCN(C(=O)C3CCC(CNS(=O)(=O)c4ccc(Br)s4)CC3)CC2C)cc1` (centres undefined)?
IMPase cell inh: -2

How did CCCOc1cccc(C(=O)Nc2ccc(-c3nc4ccccc4o3)cc2)c1 do in these assays?
IMPase cell inh: 3

Results for Cc1ccccc1Nc1c(-c2cccc(O)c2)nc2ccc(Br)cn12 ?
IMPase cell inh: 7

How did O=c1oc2ccccc2cc1-c1cn2cc(Cc3ccc(Br)cc3)sc2n1 do in these assays?
IMPase cell inh: 3

Results for COc1ccc(-c2cc(C(=O)Oc3cccc(C)c3)c3cc(C)ccc3n2)cc1 ?
IMPase cell inh: -14

What do the screens show for `Cc1ccc2c(c1)c(=O)c1ccccc1n2CCCC(=O)Nc1ccc(C)c(C)c1`?
IMPase cell inh: 4

How did COc1ccc(NC(=O)CN(c2cccc(C)c2C)S(=O)(=O)c2ccccc2)cc1OC do in these assays?
IMPase cell inh: 2

Results for COc1cc(/C=C(\C#N)c2nc3ccccc3n2C)cc(OC)c1OC ?
IMPase cell inh: 7

How did CN(C)c1ccc(/C=C(\C#N)c2nc3ccccc3c(=O)[nH]2)cc1 do in these assays?
IMPase cell inh: -8

Results for O=C(CN(c1ccc(Cl)c(C(F)(F)F)c1)S(=O)(=O)c1ccccc1)N1CCc2ccccc2C1 ?
IMPase cell inh: -4

How did Cc1ccc2nc(Nc3cccc(Cl)c3C)c(-n3nc(C)cc3C)nc2c1 do in these assays?
IMPase cell inh: -1

What do the screens show for `Cc1ccc(NC(=O)c2c(NC(=O)c3ccc(F)cc3)sc3c2CCCC3)cc1C`?
IMPase cell inh: 5

What do the screens show for `Cc1ccc(-c2cc(C(F)(F)F)c(C#N)c(SCC(=O)Nc3ccccc3F)n2)cc1`?
IMPase cell inh: inconclusive

What do the screens show for `COc1ccc(OC)c(Nc2nc3ccccc3nc2-n2nc(C)cc2C)c1`?
IMPase cell inh: -1

What do the screens show for `CC(C)n1c(=N)c(C(=O)NCc2ccccc2)cc2c(=O)n3ccccc3nc21`?
IMPase cell inh: -3

What do the screens show for `CCOC(=O)c1c(NC(=O)c2ccc(S(=O)(=O)N(CC)CC)cc2)sc2c1CCCCC2`?
IMPase cell inh: 1

How did COc1ccccc1C(=O)Nc1ccc2oc(-c3cccc4c(Br)cccc34)nc2c1 do in these assays?
IMPase cell inh: -11

Results for O=C(CC(c1ccccc1)c1cc(Br)ccc1O)NCC1(c2ccccc2)CCCC1 (centres undefined) ?
IMPase cell inh: 9

What do the screens show for `CCOc1cc(C(=O)Nc2ccc(-c3nc4cc(Cl)ccc4o3)cc2)cc(OCC)c1OCC`?
IMPase cell inh: -9

What do the screens show for `Cc1ccc(Nc2c(-c3ccc(C)cc3)nc3ccc(C)cn23)cc1`?
IMPase cell inh: -12

What do the screens show for `COc1ccc(NC(=O)c2ccco2)cc1NC(=O)c1ccccc1[N+](=O)[O-]`?
IMPase cell inh: -6

What do the screens show for `Cc1ccc(-c2nc3cc(NC(=O)c4cc5ccccc5o4)ccc3o2)cc1Cl`?
IMPase cell inh: inconclusive

How did COc1ccc(/C=C/C(=O)Nc2cccc(F)c2)cc1 do in these assays?
IMPase cell inh: 10

Results for CCOc1ccccc1NC(=O)c1cn(C2CCCCC2)c(=O)c2c1c1ccccc1n2C ?
IMPase cell inh: 5

How did COC(=O)c1c(NC(=O)CCCOc2ccc(C(C)(C)C)cc2)sc2c1CCC(C)C2 (centres undefined) do in these assays?
IMPase cell inh: -9

What do the screens show for `COc1ccc(C(=O)Nc2ccc(NC(=O)c3cccs3)cc2)cc1OC`?
IMPase cell inh: -13

Results for CCOC(=O)c1c(Nc2cccc(C)c2)nnc(-c2ccccc2)c1-c1ccccc1 ?
IMPase cell inh: 17

Results for COC(=O)COc1ccc(-c2nnc(Nc3ccc(O)cc3)c3ccccc23)cc1 ?
IMPase cell inh: 4

What do the screens show for `O=C(CN1CCN(Cc2ccc(F)cc2)C1=O)NCc1ccccc1`?
IMPase cell inh: 2

How did COc1ccccc1NC(=O)N1c2ccccc2Sc2ccccc21 do in these assays?
IMPase cell inh: 17

How did CCCCSc1nc2sc3c(c2c(=O)n1-c1ccccc1C)CC(C)(C)OC3 do in these assays?
IMPase cell inh: 3

Compound activity deposited in PubChem by National Center for Advancing Translational Sciences (NCATS).
